WT yeast gro inh: growth inhibition of WT strain, primary screen, mitochondrial fusion inhibitor project, WT and mutant strains, chemical genetic; mitochondrial fusion phenotypic screen; inhibition, % at 10 µM; actives 2.1% (n = 190,000); AID 1362, 2008; in the data active = inhibition above about 58%; tested in S. cerevisiae
Salmonella PhoP GFP: inhibitors of PhoP regulon expression, primary screen, Salmonella Typhimurium, GFP reporter (AID 1863); S. Typhimurium PhoP-regulated promoter GFP reporter, 4 h; higher % means a stronger effect; inhibition, % at 50 µM, or IC50 in µM where a hit was titrated; actives 0.16% (n = 300,000);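 active = inhibition over 29.93%, a cutoff 3 SD above the screen mean, later confirmed by dose response; inconclusive = inhibition over 29.93% but no dose response follow-up; inactive = inhibition at most 29.93% or unconfirmed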;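 note: 0% = low Mg2+ inducing control and 100% = high Mg2+ repressing control; strong numbers were not always called active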
Myeloid diff 2: induction of myeloid progenitor differentiation, primary screen, cell-based, flow cytometry, MLPCN library; AID 624256, 2012; ER-HoxA9 myeloid progenitors, lysozyme-GFP differentiation; calls only at 10 µM; actives 1% (n = 360,000);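 active = normalized GFP-positive differentiation at or above the plate's own cutoff, the solvent-only control mean plus 3 SD; inconclusive = no clear call, values can overlap the other calls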;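 note: cells exposed to compound for four days before flow analysis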
human PMI inhibition: inhibitors of human PMI, primary screen, biochemical, fluorescence intensity, coupled assay (AID 1209) | Mannose-6-phosphate isomerase (Homo sapiens) | purified PMI enzyme, coupled fluorescence intensity; higher % means a stronger effect | one-dose inhibition, % at 20 µM; IC50 in µM for titrated hits | actives 0.42% (n = 190,000);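 note: plate controls were DMSO vehicle for no effect and wells lacking substrate for full effect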
XIAP antagonists: XIAP antagonists, biochemical, IAP family, fluorescence polarization (AID 1018) | E3 ubiquitin-protein ligase XIAP (Homo sapiens) | XIAP BIR domain, fluorescence polarization peptide displacement; higher % means a stronger effect | displacement, % at 20 µM; hits with a dose series show IC50 in µM | actives 0.007% (n = 200,000); in the data active = displacement above about 50%; note: a part of the inactive calls stands beside numbers as strong as those of hits
SIAH1 antagonists: Siah-1 peptide-binding antagonists, primary screen, biochemical, fluorescence polarization, rhodamine-plectin, uHTS (AID 1817); E3 ubiquitin-protein ligase SIAH1 (Homo sapiens); Siah-1 / rhodamine-plectin peptide fluorescence polarization; higher % means a stronger effect; actives 0.02% (n = 290,000); displacement, % at 20 µM, or IC50 in µM where a hit was titrated;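 active = displacement of at least 50% at 20 µM, with a fluorescence ratio check between 0.3 and a set limit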;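 note: plate controls were Siah plus tracer with DMSO for no effect and tracer alone without Siah for full effect; strong numbers were not always called active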
human PMI inhibitors: human PMI inhibitors, high substrate, primary screen, biochemical, fluorescence intensity, high mannose 6-phosphate (AID 1220). Mannose-6-phosphate isomerase (Homo sapiens). recombinant PMI enzyme, coupled fluorescence intensity; higher % means a stronger effect. inhibition, % at 20 µM, or IC50 in µM where a hit was titrated. actives 0.66% (n = 190,000)
RSV CPE inhibition: RSV antiviral activity via CPE protection, HEp-2 cells, primary 10 µM value included (AID 2391); one-dose CPE inhibition, % at 10 µM; IC50 in µM for titrated hits; HEp-2 cells, RSV-induced CPE inhibition; higher % means a stronger effect; actives 0.13% (n = 310,000); in the data active = a potency from the dose series; inconclusive = CPE inhibition mostly from about 23% at the one dose, without a potency; inactive = the rest, 99 in 100 with CPE inhibition below about 21%; note: strong numbers were not always called active
TNAP activators: human TNAP enzyme activators, primary screen, biochemical, luminescent, no phosphate acceptor, uHTS (AID 1001); purified TNAP, luminescent activation assay, no phosphate acceptor; higher activation fold means a stronger effect; one-dose activation fold at 20 µM; EC50 in µM for titrated hits; actives 0.03% (n = 200,000); in the data active = activation fold from about 3, or a potency from the dose series; inactive = the rest, 99 in 100 with activation fold below about 1.6; note: many of its hits are not listed in these tables
WT yeast gro inh mutant strain: also measured in WT yeast gro inh; calls as there; inhibition, %; mitochondrial fusion phenotypic screen, mutant strain inhibition
Myeloid diff 2 GFP+ MAC1+ %: further read-out of Myeloid diff 2, marked with its call; GFP+ MAC1+ double positive, %; measured here: differentiation confirmed by MAC1 staining
* = called active by the depositor; i = inactive; ? = inconclusive; . = not tested or not shown. Cut-off read from the data, not from the text of the source, unless noted: active = inhibition above about 50%; inactive = the rest.

SMILES | WT yeast gro inh | WT yeast gro inh mutant strain | Salmonella PhoP GFP | Myeloid diff 2 | Myeloid diff 2 GFP+ MAC1+ % | human PMI inhibition | XIAP antagonists | SIAH1 antagonists | human PMI inhibitors | RSV CPE inhibition | TNAP activators
CCOC(=O)C1=C(C)C/C(=N\NC(=O)c2ccccc2O)CC1 | . | . | 1% | i | 0.9 | . | . | 6% | . | 4.1% | .
Cc1ccc(S(=O)(=O)N2CCOCC2)cc1NC(=O)CSc1nnnn1C | 4 | 3 | -2% | i | 0.6 | -2% | -10% | 0% | -17% | 2.6% | 1.1
Cc1cc(-n2c(C)cc(C(=O)CSc3nc4ccccc4c(=O)n3Cc3ccco3)c2C)no1 | 7 | -46 | -2% | i | 2.8 | 22% | -3.5% | -3% | 18% | 15% | 1.1
COc1ccc2nc3cc(Cl)ccc3c(Nc3cc(C(C)C)c(O)cc3C)c2c1 | . | . | 15% | ? | . | . | . | -6% | . | -2.3% | .
O=C(Nc1ccc(S(=O)(=O)Nc2ncccn2)cc1)c1ccccc1NS(=O)(=O)c1ccc(F)cc1 | -15 | 1 | -11% | i | 0.7 | 3% | -4.5% | 0% | 2% | 1.5% | 1.1
COc1ccc(N/C(N)=N/c2nc(C)cc(C)n2)c(OC)c1 | 4 | 2 | -9% | i | 0.2 | 12% | -3.5% | 3% | 15% | -0.6% | 1.1
Cc1cc(C)c(O)c(NC(=S)NC(=O)Cc2ccccc2)c1 | . | . | 6% | i | 0.6 | . | . | 1% | . | 5.6% | .
O=C(NC(=S)Nc1cccc(O)c1)c1ccco1 | . | . | -5% | i | 0.7 | . | . | 1% | . | -1.6% | .
COC1CCN(Cc2c(C(=O)N3C[C@@H](C)O[C@@H](C)C3)nc3ccc(Cl)cn23)CC1 | . | . | 2% | i | 9.5 | . | . | -2% | . | 0.4% | .
CC1CC(C)CN(C(=O)CSCC(=O)Nc2nc(-c3cccs3)cs2)C1 (stereo unspecified) | 19 | 3 | -2% | i | 1.2 | 22% | -0.2% | 14% | 20% | 3.5% | 1.2
O=C(CN1CCCCCC1)Nc1c(Cl)cc(Cl)cc1Cl | . | . | -4% | i | 0.2 | . | . | 0% | . | 0.1% | .
CC(OC(=O)c1ccc(-c2ccc([N+](=O)[O-])cc2)o1)C(=O)NC(N)=O (stereo unspecified) | . | . | 3% | i | 0.0 | . | . | -4% | . | -0.4% | .
CC(=O)c1ccccc1C(=O)N1CCCC(CNC(=O)c2ccccc2Cl)C1 (stereo unspecified) | . | . | -8% | i | 0.0 | . | . | -1% | . | 0.9% | .
O=C(C[n+]1cc(Br)cc2ccccc21)c1ccc(Cl)cc1 | . | . | 11% | i | 1.1 | . | . | 4% | . | 16% | .
Cc1cccc(-c2noc(CNC(=O)c3ccco3)n2)c1 | . | . | 5% | i | 0.4 | . | . | 4% | . | 0.4% | .
COc1ccc(N(C(=O)c2cnsn2)C(C(=O)NC2CCCCC2)c2ccncc2)cc1 (stereo unspecified) | -23 | 3 | 16% | i | 0.3 | 14% | -2.9% | 0% | 4% | 1.5% | 1.2
COc1ccc2c(c1)c(C(=O)CN1CCC3(CC1)OCCO3)c(C)n2C | -2 | 5 | 7% | i | 0.4 | 4% | -2.1% | -3% | 9% | 0.8% | 1.1
COc1ccccc1N1CCN(C2CCN(C(=O)c3cccs3)CC2)CC1 | -26 | 5 | -6% | i | 0.7 | 5% | -0.9% | 4% | 9% | 0.6% | 1.1
COC(=O)COc1ccc2oc(=O)cc(-c3cc4ccccc4o3)c2c1 | . | . | -1% | i | 1.5 | . | . | 4% | . | 0.6% | .
Cc1cc(NS(=O)(=O)c2ccc(NC(=O)c3cc4cc(Br)ccc4oc3=O)cc2)no1 | 2 | 6 | -4% | i | 0.4 | -18% | -18% | 14% | -22% | 3.8% | 1.1
CN(C)S(=O)(=O)N1CCN(c2cccc(Cl)c2)CC1 | 15 | 11 | 17% | i | 2.9 | 2% | -0.3% | 0% | 0% | -2.1% | 1.1
Cc1c(Br)c([N+](=O)[O-])nn1C(C)C(=O)NCc1cccs1 (stereo unspecified) | -6 | 2 | 1% | i | 1.5 | 3% | -1.6% | 5% | -1% | 0.9% | 1.1
COc1ccc(CN2CCN(CCCc3ccccc3)C(CCO)C2)c(OC)c1 (stereo unspecified) | . | . | 15% | i | 0.1 | . | . | 1% | . | -0.1% | .
O=C(O)Cn1nc(-c2ccccc2)ccc1=O | . | . | -1% | i | 0.7 | . | . | 5% | . | 0.5% | .
CCc1ccccc1N(CC(=O)NC(C)C)C(=O)CCC(=O)Nc1nccs1 | . | . | 3% | i | 0.7 | . | . | 34% | . | 0.2% | .
O=C(Nc1cccc([N+](=O)[O-])c1)C1CCN(C(=O)Cc2ccccc2)CC1 | . | . | 2% | i | 1.1 | . | . | 3% | . | 8.8% | .
COc1ccc(OCCC(=O)OCC(=O)Nc2cccc(S(=O)(=O)N3CCOCC3)c2)cc1 | -7 | -21 | -1% | i | 0.2 | 0% | 0.2% | 0% | 1% | 0.3% | 1.1
CCCCn1c(Cc2ccccc2)nnc1SCC(=O)Nc1cc(C)on1 | -12 | 9 | 2% | i | 0.9 | 51%* | -8.9% | 3% | . | -0.8% | 1.1
CC(C)c1nc2c(c(=O)c3ccccc3n2C)c(=O)n1-c1ccc(F)cc1 | 20 | 15 | -4% | i | 0.3 | -5% | -8.4% | -1% | -4% | 4.4% | 1
c1ccc(OCc2nc3ccccc3s2)cc1 | -17 | -9 | 2% | i | 1.6 | 12% | -1.5% | -4% | 14% | 1.2% | 1.1

Part of the list above, with values under each structure.
Values in the order: WT yeast gro inh | WT yeast gro inh mutant strain | Salmonella PhoP GFP | Myeloid diff 2 | Myeloid diff 2 GFP+ MAC1+ % | human PMI inhibition | XIAP antagonists | SIAH1 antagonists | human PMI inhibitors | RSV CPE inhibition | TNAP activators
Cc1ccc(S(=O)(=O)N2CCOCC2)cc1NC(=O)CSc1nnnn1C
 : 4 | 3 | -2% | i | 0.6 | -2% | -10% | 0% | -17% | 2.6% | 1.1
Cc1cc(-n2c(C)cc(C(=O)CSc3nc4ccccc4c(=O)n3Cc3ccco3)c2C)no1
 : 7 | -46 | -2% | i | 2.8 | 22% | -3.5% | -3% | 18% | 15% | 1.1
COc1ccc2nc3cc(Cl)ccc3c(Nc3cc(C(C)C)c(O)cc3C)c2c1
 : . | . | 15% | ? | . | . | . | -6% | . | -2.3% | .
O=C(Nc1ccc(S(=O)(=O)Nc2ncccn2)cc1)c1ccccc1NS(=O)(=O)c1ccc(F)cc1
 : -15 | 1 | -11% | i | 0.7 | 3% | -4.5% | 0% | 2% | 1.5% | 1.1
COc1ccc(N/C(N)=N/c2nc(C)cc(C)n2)c(OC)c1
 : 4 | 2 | -9% | i | 0.2 | 12% | -3.5% | 3% | 15% | -0.6% | 1.1
Cc1cc(C)c(O)c(NC(=S)NC(=O)Cc2ccccc2)c1
 : . | . | 6% | i | 0.6 | . | . | 1% | . | 5.6% | .

Other structures
SMILES | WT yeast gro inh | WT yeast gro inh mutant strain | Salmonella PhoP GFP | Myeloid diff 2 | Myeloid diff 2 GFP+ MAC1+ % | human PMI inhibition | XIAP antagonists | SIAH1 antagonists | human PMI inhibitors | RSV CPE inhibition | TNAP activators
O=C(CSc1nc2sc3c(c2c(=O)[nH]1)CCC3)NCCO | . | . | -1% | i | 0.1 | . | . | 10% | . | 1.2% | .
CCN1CCC(n2nccc2NC(=O)c2ccccc2Cl)CC1 | . | . | 4% | i | 8.4 | . | . | -1% | . | 0.0% | .
CC(C)=N/N=C(/c1ccc([N+](=O)[O-])cc1)C12CN3CN(CN(C3)C1)C2 | 7 | 9 | 1% | i | 1.1 | -2% | -3.4% | 8% | 1% | 0.6% | 1.1
CC(C)C1Nc2ccc(C(=O)NC3CCCCC3)cc2NC1=O (stereo unspecified) | . | . | 1% | i | 1.0 | . | . | 7% | . | 3.9% | .
COc1cccc(S(=O)(=O)NCc2ccc(C(=O)N3CCN(c4ccccc4OC)CC3)cc2)c1 | . | . | -4% | i | 1.3 | . | . | 0% | . | 1.6% | .
OCCSc1c(F)c(SCCO)c(SCCO)c(F)c1SCCO | 5 | -15 | 3% | i | 1.4 | 13% | 2.8% | 5% | 10% | 0.9% | 1.1
COc1ccccc1CCNC(=O)c1ccc(OC)c(OC2CCN(C(C)C)CC2)c1 | . | . | -1% | i | 0.4 | . | . | 2% | . | 0.9% | .
CN1CCN(CC(=O)N2c3ccccc3C(C)(c3ccccc3)CC2(C)C)CC1 (stereo unspecified) | 7 | 7 | -4% | i | 2.7 | 14% | -2.5% | 0% | 14% | -2.6% | 1.1
Cc1nn(CCC(=O)NNC(=S)Nc2cccc(Cl)c2)c(C)c1[N+](=O)[O-] | 23 | 15 | 3% | i | 0.8 | 5% | -6.1% | 12% | 1% | 2.5% | 1.3
NC(=O)CN1C(=O)C(O)(CC(=O)c2ccccc2O)c2ccccc21 (stereo unspecified) | -4 | -1 | 4% | i | 1.3 | -5% | -4.2% | -1% | 8% | 1.3% | 1.1
Cc1cccc(Nc2cc(=O)[nH]c(=O)[nH]2)c1C | 23 | 5 | 12% | i | 0.6 | 7% | -6.6% | 10% | 2% | 1.1% | 1.2
CNS(=O)(=O)c1cccc(C(=O)OC2CCOC2=O)c1 (stereo unspecified) | . | . | 2% | i | 0.2 | . | . | -2% | . | -0.8% | .
COc1ccc(NC(=O)COc2nc(N(C)C)nc(N(C)C)n2)cc1 | -14 | -5 | -4% | i | 0.0 | -2% | 1.3% | 0% | 0% | 1.1% | 1.1
Cc1ccc(C)c(S(=O)(=O)N2CCN(C(C)C(=O)Nc3ccccc3-c3ccccc3)CC2)c1 (stereo unspecified) | 28 | 1 | 5% | i | 0.2 | 4% | 1.3% | 5% | 0% | 11% | 1.2
O=C1C=CC(=O)N1c1ccc(O)cc1 | . | . | 2% | i | 0.5 | . | . | 10% | . | 1.5% | .
COc1ccc(/C=N\NS(=O)(=O)c2ccc(Br)cc2)cc1COc1ccccc1[N+](=O)[O-] | -13 | -7 | -4% | i | 1.3 | -15% | -16% | -5% | -7% | 0.8% | 1
O=C(Nc1cnccn1)c1ccc(F)cc1Cl | . | . | 6% | i | 0.3 | . | . | 3% | . | 0.4% | .
O=C(c1ccccc1O)N1N=C(c2ccccc2)CC1(O)C(F)(F)F (stereo unspecified) | 36 | 19 | 2% | i | 0.5 | -9% | -2.4% | -3% | -6% | 14% | 1.3
Cc1cc(OCC(O)CN2CCCC2)cc(C)c1Cl (stereo unspecified) | . | . | 3% | ? | . | . | . | 6% | . | -0.9% | .

Random draw from the library. About 3.1% of those tested had a hit in this group.
